Source: PubChem BioAssay (PCMD)
eIF2B yeast act: modulators of yeast eIF2B activity. S. cerevisiae eIF2B-epsilon R284H, GCN4-lacZ luminescence. 27,000 tested, 0.91% active. inhibition, % at 25 µM (by protocol). AID 688;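 active = mutant luminescence inhibited past about 50% while wild type luminescence and mutant growth stay under set limits, limit read from the data; inconclusive = mutant versus wild type luminescence inhibition gap past a set limit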; also: some compounds called inactive have numbers as strong as hits
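Material: yeast eIF2B-epsilon R284H mutant carrying GCN4–beta-galactosidase fusion. Medium: YPD yeast growth medium. Incubation: 16 h growth with compound at 30 °C, 90 min Beta-Glo step. Signal: Beta-Glo luminescence plus absorbance at 595 nm. Evaluation: % inhibition of reporter signal and growth versus controls. Doses: 25 µM single dose.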
Yeast tox: Inhibits yeast growth, turbidity readout. S. cerevisiae wild-type growth, A595 turbidity, 16 h. growth inhibition, % at 25 µM (by protocol). 30,000 tested, 0.3% active;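 active = mutant and wild-type yeast strains alike exhibit over 30% growth inhibition; inconclusive = a strain exceeds 50% while the second remains under 30%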;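 also: 0% = untreated cell controls and 100% = YPD media blanks without cells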
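Test system: Wild-type and eIF2Bepsilon-R284H mutant S. cerevisiae, screened separately | Dosing: Single 25 µM compound dose in 0.2% DMSO | Schedule: 16 h compound exposure during growth at 30 °C | Detection: A595 turbidity | Evaluation: Growth inhibition (%) versus cell controls and blanks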
Yeast tox inhibition %: further read-out of Yeast tox, marked with its call; growth inhibition, %; S. cerevisiae eIF2Bepsilon-R284H mutant growth, A595 turbidity, 16 h;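 each compound tested once at 25 µM; 0% equals untreated cells and 100% equals cell-free medium blanks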
eIF2B yeast act mutant toxicity: second read-out of eIF2B yeast act, no call of its own (marks repeat the call); growth inhibition, %; measured here: mutant yeast growth, toxicity;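 each compound tested once at 25 µM; zero equals untreated control growth and 100 equals blank medium absorbance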
* hit, by the source's call; ? = inconclusive; / = not tested or not shown.

SMILES | eIF2B yeast act | eIF2B yeast act mutant toxicity | Yeast tox | Yeast tox inhibition %
CC(C1CC1)N(C(=O)NC1CCS(=O)(=O)C1)c1ccccc1 (stereo unspecified) | 18.9 | / | 33.4 | 0.0
CCCN(CCC)C(=O)CSc1ncccc1C(=O)O | 21.3 | 11.8 | 24.2 | 11.8
CCOC(=O)c1cc2cc(OC)ccc2nc1C | 28.7 | -18.2 | -1.6 | -18.2
COc1cc(C2c3c(oc4ccccc4c3=O)C(=O)N2Cc2ccncc2)ccc1O (stereo unspecified) | -19.0 | -4.5 | 8.5 | -4.5
c1ccc(C2=Nc3ccccc3SC2c2nc3ccccc3[nH]2)cc1 (stereo unspecified) | / | / | 12.1 | 0.0
O=C(OCC(=O)N1CCc2ccccc21)c1ccc(Cl)nc1 | / | / | 15.0 | 2.2
Cc1nc2ccccc2nc1SCC(=O)N1CCC(C)CC1 | 17.3 | 9.5 | -10.0 | 9.5
Clc1cccc(-c2nn3c(COc4ccccc4)nnc3s2)c1 | 56.0* | / | 2.8 | -10.3
O=C(O)COc1cccc2ccccc12 | 15.3 | 12.5 | 9.2 | 12.5
COc1ccc(NC2CC(=O)N(CCc3ccccc3)C2=O)cc1 (stereo unspecified) | / | / | 14.2 | -3.2
Cc1cc(C)c(NC(=O)CCCN2CCOCC2)c(C)c1 | 41.9 | -7.1 | -10.9 | -7.1
CC1(C)C/C(=N\O)c2cc3c(nc2C1)CCCC3 | 11.3 | 10.7 | 0.4 | 10.7

Pulled by structure from above, 2 records:
SMILES | eIF2B yeast act | eIF2B yeast act mutant toxicity | Yeast tox | Yeast tox inhibition %
COc1cc(C2c3c(oc4ccccc4c3=O)C(=O)N2Cc2ccncc2)ccc1O (stereo unspecified) | -19.0 | -4.5 | 8.5 | -4.5
CC(C1CC1)N(C(=O)NC1CCS(=O)(=O)C1)c1ccccc1 (stereo unspecified) | 18.9 | / | 33.4 | 0.0

Later entries.
SMILES | eIF2B yeast act | eIF2B yeast act mutant toxicity | Yeast tox | Yeast tox inhibition %
CCS(=O)(=O)NCCCCc1ccccc1 | / | / | 19.8 | 6.5
O=C(Nc1ncccn1)c1cccs1 | -15.3 | 30.0 | -0.4 | 30.0
CC1(C)CC(CC(=O)Nc2ccccn2)C(=O)O1 (stereo unspecified) | -2.2 | -11.5 | -5.8 | -11.5
Cc1ccc(-c2noc(-c3ccccc3C(=O)N3CCN(C)CC3)n2)cc1 | 21.5 | 16.0 | 6.8 | 16.0
Cc1ccnc(SCCn2c(Br)nc3c2c(=O)[nH]c(=O)n3C)n1 | 15.2 | 14.8 | 27.1 | 14.8
COc1ccc(C2=NOC(C(=O)NCc3ccc(F)cc3)C2)cc1 (stereo unspecified) | 20.4 | -18.2 | -18.4 | -18.2
Cc1ccc(Cn2c(S(=O)(=O)O)nc3ccccc32)cc1 | 30.4 | -18.2 | -0.6 | -18.2
COC(=O)c1[nH]c2ccccc2c1NC(=O)CN1CCCCCC1 | 26.8 | 17.7 | 5.5 | 17.7
Cc1cc(SCC(=O)N2CCCC2)nc2ccccc12 | 15.4 | / | / | /
COC(=O)Cn1c2[n+](c3ccccc31)CC(O)CS2 (stereo unspecified) | 10.8 | -16.7 | -1.9 | -16.7
COc1ccc(C(=O)Nc2ccccc2)cc1S(=O)(=O)Nc1cc(C)on1 | -7.2 | 8.3 | 4.2 | 8.3
COC(=O)c1cc2c(=O)n3cccc(C)c3nc2n(Cc2cccnc2)c1=N | -8.0 | 7.1 | 14.4 | 7.1

Some of these compounds in order of formula weight, ascending.
SMILES | eIF2B yeast act | eIF2B yeast act mutant toxicity | Yeast tox | Yeast tox inhibition %
O=C(O)COc1cccc2ccccc12 | 15.3 | 12.5 | 9.2 | 12.5
O=C(Nc1ncccn1)c1cccs1 | -15.3 | 30.0 | -0.4 | 30.0
CCOC(=O)c1cc2cc(OC)ccc2nc1C | 28.7 | -18.2 | -1.6 | -18.2
CC1(C)CC(CC(=O)Nc2ccccn2)C(=O)O1 (stereo unspecified) | -2.2 | -11.5 | -5.8 | -11.5
COC(=O)Cn1c2[n+](c3ccccc31)CC(O)CS2 (stereo unspecified) | 10.8 | -16.7 | -1.9 | -16.7
Cc1cc(SCC(=O)N2CCCC2)nc2ccccc12 | 15.4 | / | / | /
Cc1cc(C)c(NC(=O)CCCN2CCOCC2)c(C)c1 | 41.9 | -7.1 | -10.9 | -7.1
CCCN(CCC)C(=O)CSc1ncccc1C(=O)O | 21.3 | 11.8 | 24.2 | 11.8
Cc1nc2ccccc2nc1SCC(=O)N1CCC(C)CC1 | 17.3 | 9.5 | -10.0 | 9.5
O=C(OCC(=O)N1CCc2ccccc21)c1ccc(Cl)nc1 | / | / | 15.0 | 2.2
CC(C1CC1)N(C(=O)NC1CCS(=O)(=O)C1)c1ccccc1 (stereo unspecified) | 18.9 | / | 33.4 | 0.0
COc1ccc(NC2CC(=O)N(CCc3ccccc3)C2=O)cc1 (stereo unspecified) | / | / | 14.2 | -3.2
COc1ccc(C2=NOC(C(=O)NCc3ccc(F)cc3)C2)cc1 (stereo unspecified) | 20.4 | -18.2 | -18.4 | -18.2
COC(=O)c1[nH]c2ccccc2c1NC(=O)CN1CCCCCC1 | 26.8 | 17.7 | 5.5 | 17.7
Clc1cccc(-c2nn3c(COc4ccccc4)nnc3s2)c1 | 56.0* | / | 2.8 | -10.3
Cc1ccc(-c2noc(-c3ccccc3C(=O)N3CCN(C)CC3)n2)cc1 | 21.5 | 16.0 | 6.8 | 16.0
COc1ccc(C(=O)Nc2ccccc2)cc1S(=O)(=O)Nc1cc(C)on1 | -7.2 | 8.3 | 4.2 | 8.3
Cc1ccnc(SCCn2c(Br)nc3c2c(=O)[nH]c(=O)n3C)n1 | 15.2 | 14.8 | 27.1 | 14.8
COc1cc(C2c3c(oc4ccccc4c3=O)C(=O)N2Cc2ccncc2)ccc1O (stereo unspecified) | -19.0 | -4.5 | 8.5 | -4.5

(further entries)
SMILES | eIF2B yeast act | eIF2B yeast act mutant toxicity | Yeast tox | Yeast tox inhibition %
O=C(NCC(=O)N(Cc1ccco1)C(C(=O)NC1CCCC1)c1cccnc1)c1ccco1 (stereo unspecified) | 4.7 | 12.9 | 6.5 | 12.9
Cc1nc(C#N)c(NCc2ccc3c(c2)OCO3)o1 | 23.0 | -19.1 | -14.2 | -19.1
CCN1C(=O)CC(Sc2ccccc2C(=O)O)C1=O (stereo unspecified) | 12.7 | 3.0 | 14.1 | 3.0
COc1ccc2nc(NC(=O)CSc3nnc4n3C(C)(C)Cc3ccccc3-4)sc2c1 | 21.4 | -18.2 | -52.1 | -18.2
CCOC(=O)C1=C(CSc2nccn2C)NC(=O)NC1c1ccc(OC)cc1 (stereo unspecified) | / | / | 17.1 | 5.3
CCCC(=O)Nc1sc2c(c1C#N)CCCCC2 | 27.1 | 15.8 | 9.7 | 15.8
CCn1c(=S)[nH]c2ccccc21 | 4.8 | 25.8 | 5.8 | 25.8
CCOC(=O)c1c(C)n(C)c2ccc(OC(=O)c3ccco3)cc12 | / | / | -8.6 | 17.1
CC1Cc2ccccc2N1C(=O)c1cc2c(=O)n3ccccc3nc2n1C (stereo unspecified) | -5.1 | 5.0 | -2.4 | 5.0
C=C(C)CSc1nnc(CCNC(=O)OC(C)(C)C)o1 | 9.8 | 14.8 | 14.7 | 14.8
COc1ccc(S(=O)(=O)N(C)CC(=O)Nc2cccc(C(C)=O)c2)cc1Cl | -17.3 | 12.2 | 11.5 | 12.2
Cc1nnc(N(Cc2ccccc2)C(=O)c2cnccn2)s1 | / | / | 5.5 | -3.3

Following part.
Fields: eIF2B yeast act	eIF2B yeast act mutant toxicity	Yeast tox	Yeast tox inhibition %
- CCOc1ccc2nc(NCCCO)[nH]c2c1
    -1.8	-3.3	5.2	-3.3
- COc1ccc(C2C(C(=O)Nc3cc(C)on3)c3ccccc3C(=O)N2C)cc1OC (stereo unspecified)
    -1.9	-26.2	-2.2	-26.2
- C=C(C)CC(NCc1ccco1)c1ccc(OC)cc1 (stereo unspecified)
    -8.2	9.1	1.0	9.1
- Cc1nn(Cc2ccc(Cl)cc2)c(C)c1NC(=O)c1cc(-c2ccco2)on1
    29.0	-38.7	-27.6	-38.7
- Cc1ccc(C(=O)C2=C(O)C(=O)N(c3ncccn3)C2c2cccc(Cl)c2)o1 (stereo unspecified)
    -81.2	4.2	16.6	4.2
- Cn1c(CN2CCN(c3cccc(Cl)c3)CC2)nc2ccccc21
    4.0	28.6	?	/
- Fc1ccccc1CN1CCCCCCC1
    -16.3	5.6	11.2	5.6
- CCOC(=O)c1cc(C)n(-c2ccc(OC)c(OC)c2)c1C
    14.1	-25.0	8.3	-25.0
- Cc1ccc(N2CN=C(c3ccccc3)NC2=S)cc1
    16.3	29.7	41.9	29.7
- CCN1CCc2c(sc(NC(=O)c3ccc(S(=O)(=O)N4CCOCC4)cc3)c2C(=O)OC)C1
    14.5	24.1	12.8	24.1
- CCCCCOC(=O)c1ccc(NC(=O)c2ccco2)cc1
    22.1	3.6	-2.9	3.6
- C=CCN1C(=O)CN=C1Nc1cc(C)ccc1C
    18.6	4.5	3.9	4.5
- Cc1nc2c3cnn(-c4ccc(C)c(C)c4)c3ncn2n1
    18.1	/	/	/
- COc1ccc(N(Cc2ccccc2)S(=O)(=O)c2cccc(C(=O)NC3=NCCS3)c2)cc1
    24.3	-14.3	-0.8	-14.3
- CCCC(=O)Nc1sc(C(=O)OC)c(C)c1C(N)=O
    58.1*	/	-8.6	-3.5
- COc1ccccc1N1CCN(C(=O)Nc2cccc(C)c2)CC1
    13.7	-21.1	16.2	-21.1
- CCOc1ccccc1N1CCN(Cc2ccc(OC)c(OC)c2OC)CC1
    5.6	6.9	-5.1	6.9
- Cc1cccc(OCCC(=O)Nc2c(C)n(C)n(-c3ccccc3)c2=O)c1
    23.3	17.9	13.8	17.9
- COc1ccc(S(=O)(=O)N2CCC(C(=O)N3CCCCC3)CC2)cc1OC
    27.7	-38.1	-12.4	-38.1
- CCC(C)[C@H](NC(=O)Nc1cccc(Cl)c1)C(=O)O (stereo partly specified)
    17.1	-5.0	-6.9	-5.0
- COc1ccc2c(c1)[nH]c1c(=O)n(CCCn3ccnc3)cnc12
    /	/	15.0	21.7
- CCOC(=O)NCc1cc(-c2nn(C)c(=O)c3ccccc23)ccc1C
    -2.2	/	/	/
- Cc1ccc(S(=O)(=O)NC(=O)Nc2ccc(F)cc2)cc1
    -14.6	10.5	11.8	10.5
- O=C(O)C1CC=CCC1C(=O)Nc1ccccc1 (stereo unspecified)
    /	/	-11.9	25.6
- Cc1ccc(NC(=O)Cn2nnc(C(=O)NCc3ccco3)c2N)cc1
    /	/	0.7	7.0
- CC1(C)Cc2ccccc2-c2nnc(SCc3ccccc3)n21
    7.9	-31.0	-7.1	-31.0
- COc1ccc(CCN(Cc2nc(-c3ccccc3)no2)Cc2nc(-c3ccccc3)no2)cc1OC
    -2.8	4.3	-12.1	4.3
- COc1ccc(S(=O)(=O)N(CC(=O)O)c2ccccn2)cc1
    2.6	13.5	15.9	13.5
- COc1ccc(Cl)cc1NC(=O)/C=C\C(=O)O
    16.9	8.1	23.1	8.1
- Cc1c(C#N)c(N=CN(C)C)c(C(=O)c2ccccc2)n1-c1ccc(Br)cc1
    22.7	11.1	-7.3	11.1
- CCn1cc(Br)c(C(=O)Nc2ccc(C(=O)OC(C)C)cc2)n1
    34.4	13.8	11.8	13.8
- Cc1cccn2c(=O)c3cc(C(=O)NCc4ccccn4)n(C)c3nc12
    25.2	-4.5	0.0	-4.5
- COc1cc2[nH]c(=S)nc(NCCCOC(C)C)c2cc1OC
    15.7	10.8	13.1	10.8
- c1ccc(-c2nn3c(-c4ccccc4)nnc3s2)cc1
    12.8	/	2.6	0.0
- Cc1ccc(-c2csc(NC(=O)Cc3cccs3)n2)cc1C
    15.9	/	33.1	0.0
- CCOC(=O)c1c(N)sc(C(O)(C(F)(F)F)C(F)(F)F)c1-c1ccc(F)cc1
    10.7	-10.0	9.3	-10.0
- CCOc1ccc(S(=O)(=O)NCCC(=O)OC(C)C(=O)N2CCc3ccccc32)cc1 (stereo unspecified)
    26.4	5.2	-7.4	5.2
- CCOc1ccccc1N1CCN(S(=O)(=O)c2cccc3nsnc23)CC1
    -2.1	/	/	/
- CC(C)(C)NC(=O)c1ccc(NC(=O)C2COc3ccccc3O2)cc1 (stereo unspecified)
    /	/	15.6	11.1
- CCOC(=O)N1CCN(C(=O)CSc2nc3c(c(=O)n2-c2ccccc2OC)SCC3)CC1
    26.6	-4.5	2.2	-4.5

This is a subset; the hit share may differ from the screen's.
